# APOBEC3G inh: inhibitors of human APOBEC3G DNA deaminase; Q9HC16; recombinant A3G, ssDNA deamination FAM/TAMRA fluorescence; inhibition, % at 20 µM; 0.28% of 330,000 active; AID 493012;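 active = inhibition of at least 40% at 20 µM, with no more than 30% in the related APOBEC3A deaminase screen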;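 also: plate controls were DMSO wells with A3G for no effect and wells lacking A3G enzyme for full effect; some compounds called inactive have numbers as strong as hits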
# Target sequence (Q9HC16 whole entry, looked up): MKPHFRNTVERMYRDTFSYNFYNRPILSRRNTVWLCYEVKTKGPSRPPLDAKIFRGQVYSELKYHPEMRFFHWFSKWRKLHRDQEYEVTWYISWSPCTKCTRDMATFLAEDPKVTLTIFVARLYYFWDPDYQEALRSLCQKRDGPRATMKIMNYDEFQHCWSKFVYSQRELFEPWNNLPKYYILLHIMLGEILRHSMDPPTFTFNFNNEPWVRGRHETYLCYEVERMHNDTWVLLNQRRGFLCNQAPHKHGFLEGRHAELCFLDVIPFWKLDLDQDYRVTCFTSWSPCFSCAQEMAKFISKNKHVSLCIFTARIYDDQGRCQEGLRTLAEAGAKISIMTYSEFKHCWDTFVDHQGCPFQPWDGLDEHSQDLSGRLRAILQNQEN
# NALP3 yeast inh: inhibitors of NALP3 inflammasome in yeast; Yeast reconstituted NLRP3/ASC/caspase-1, beta-gal luminescence, 24 h; inhibition, % at 10 µM; 0.39% of 330,000 active;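 active = inhibition of 50% or more; inactive = inhibition below 50%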;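 also: plate controls were induced DMSO wells for no effect and uninduced yeast grown without galactose for full effect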
# mIAP act: increases mouse intestinal alkaline phosphatase activity; muIAP, CDP-Star luminescence, 30 min; hits give high values; 1 = vehicle-only enzyme signal, 0 = enzyme-free wells; activation factor at 10 µM; 0.24% of 330,000 active;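 active = activation factor of at least 2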; also: the source names both 10 and 20 µM as test concentration; values of inactives mirror those of a sister screen read the other way
#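 Assay system: mouse IAP enzyme; reagent: chemiluminescent substrate CDP-Star; dosing: test compounds delivered from DMSO solution; schedule: 30 min at room temperature; measured by: luminescence from enzymatic CDP-Star hydrolysis; controls: DMSO-only wells and no-enzyme negative control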
# TIM10 inh: growth inhibitors of TIM10 yeast strain | S. cerevisiae TIM10 strain growth, BacTiter-Glo luminescence, 24 h | inhibition, % at 10 µM | 1.4% of 330,000 active | AID 463195;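 active = inhibition of 40% or more at the single tested concentration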;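 also: wild-type TIM10 isogenic control strain grown at permissive 25 °C; 0% = DMSO yeast wells and 100% = minimal medium wells without yeast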
# beta cell repl: MIN6 beta-cell proliferation induction; proliferation, % at 10 µM; MIN6 cells proliferation, ATPlite luminescence, 48 h; cells starved in 0.2% serum; 100% = growth in 10% serum; AID 2380; 0.29% of 330,000 active;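 active = compounds whose signal lies at least 3.5 SD above the mean of all wells on their plate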;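 also: 0% = DMSO-treated cells in low-serum medium and 100% = 10% serum control; some compounds called inactive have numbers as strong as hits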
# hIAP block: blocks human intestinal alkaline phosphatase; P09923; purified IAP, CDP-Star luminescence, 30 min; inhibition, % at 10 µM; 0.12% of 330,000 active;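 active = inhibition reaching a set limit with compound at 10 µM in the primary screen, cut at about 35% in these data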;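 also: plate controls were DMSO wells with enzyme for no effect and no-enzyme buffer wells for full effect; values of inactives mirror those of a sister screen read the other way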
# Target sequence (P09923 whole entry, looked up): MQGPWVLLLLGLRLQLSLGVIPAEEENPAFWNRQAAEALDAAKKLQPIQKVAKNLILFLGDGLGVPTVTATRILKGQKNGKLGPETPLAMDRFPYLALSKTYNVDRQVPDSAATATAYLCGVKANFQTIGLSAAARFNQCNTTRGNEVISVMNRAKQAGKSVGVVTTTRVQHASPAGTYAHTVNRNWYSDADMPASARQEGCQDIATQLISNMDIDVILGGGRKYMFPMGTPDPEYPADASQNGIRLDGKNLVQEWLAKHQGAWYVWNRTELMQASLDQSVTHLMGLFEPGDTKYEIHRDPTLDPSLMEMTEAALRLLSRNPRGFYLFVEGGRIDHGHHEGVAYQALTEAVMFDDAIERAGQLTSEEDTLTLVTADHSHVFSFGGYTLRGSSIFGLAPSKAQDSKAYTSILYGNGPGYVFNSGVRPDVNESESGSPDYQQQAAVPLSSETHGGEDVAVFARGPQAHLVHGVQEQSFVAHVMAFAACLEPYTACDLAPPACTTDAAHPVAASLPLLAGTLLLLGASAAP
# mIAP inh: blocks mouse intestinal alkaline phosphatase; 0.2% of 330,000 active; purified mouse IAP, CDP-Star luminescence, 30 min; inhibition, % at 10 µM;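 active = inhibition of at least 40% at 10 µM in the primary screen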;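 also: plate controls were DMSO with enzyme for no effect and no enzyme wells for full effect; values of inactives mirror those of a sister screen read the other way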
# A3A deaminase: inhibitors of human APOBEC3A DNA deaminase; 0.41% of 330,000 active; inhibition, % at 20 µM; recombinant A3A, FAM/TAMRA ssDNA deamination fluorescence; AID 493011; P31941;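 active = at least 40% inhibition at 20 µM here, with at most 30% in a related deaminase screen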;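 also: plate controls were A3A with DMSO for no effect and wells lacking A3A enzyme for full effect; some results filed as inactive read as strong as hits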
# Target sequence (P31941 whole entry, looked up): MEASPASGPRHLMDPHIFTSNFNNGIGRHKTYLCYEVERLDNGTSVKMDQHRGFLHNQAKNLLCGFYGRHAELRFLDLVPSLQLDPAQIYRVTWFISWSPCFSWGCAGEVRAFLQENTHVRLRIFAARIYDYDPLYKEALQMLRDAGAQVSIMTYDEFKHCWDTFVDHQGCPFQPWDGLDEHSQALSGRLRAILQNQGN
# tim10-1 inh: inhibits growth of tim10-1 mutant yeast | S. cerevisiae tim10-1 ts strain growth, BacTiter-Glo, 24 h | 2.2% of 330,000 active | inhibition, % at 20 µM;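 active = inhibition of at least 40%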;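 also: mutant grown at 25 °C; 0% = DMSO wells with yeast and 100% = wells holding no yeast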
# Active calls of the source: *.
# Sample of the layout:
SMILES,APOBEC3G inh,NALP3 yeast inh,mIAP act,TIM10 inh,beta cell repl,hIAP block,mIAP inh,A3A deaminase,tim10-1 inh
COCCCNc1oc(-c2ccccc2OC)nc1C#N,-2,-9,0.99,1,0,0,1,-1,5
COc1ccc(Cl)c(Cn2c(NCc3ccccn3)nc3c2c(=O)n(C)c(=O)n3C)c1,-8,10,1,9,4,5,-1,-5,16

# The whole of this part (from the top)
SMILES,APOBEC3G inh,NALP3 yeast inh,mIAP act,TIM10 inh,beta cell repl,hIAP block,mIAP inh,A3A deaminase,tim10-1 inh
COCCCNc1oc(-c2ccccc2OC)nc1C#N,-2,-9,0.99,1,0,0,1,-1,5
COc1ccc(Cl)c(Cn2c(NCc3ccccn3)nc3c2c(=O)n(C)c(=O)n3C)c1,-8,10,1,9,4,5,-1,-5,16
CN(C)c1ccc(/C=N/NC(=O)c2ccc(CN3C(=O)c4cccc5cccc3c45)cc2)cc1,-2,22,0.96,13,0,-7,4,2,26
COCCCn1c(=O)c2ccccc2n(CC(=O)NC2CCCC2)c1=O,-13,19,0.96,5,-2,14,4,-2,-3
Cc1cccc(C(=O)OC2CCCN(C)C2)c1C (stereo not given),0,10,1,-5,-3,4,-2,2,11
Cc1ccc(C(=O)COC(=O)CNC(=O)CN2C(=O)c3ccccc3C2=O)cc1,-6,6,0.99,10,2,0,0,2,10
Nc1c(-c2n[nH]c(=S)n2-c2ccc(Cl)cc2Cl)cnn1-c1ccccc1,-10,9,0.96,-5,0,0,4,-6,-9
Cc1onc(-c2ccc(Cl)cc2)c1-c1ccnc(SCC(=O)Nc2cc(Cl)cc(Cl)c2)n1,-8,-2,0.99,2,-6,8,0,-3,1
COc1ccc(CN(C)C(=O)COc2cccc(-n3cnnn3)c2)cc1OC,-5,4,1.1,-1,1,-5,-13,1,-8
C=CCn1c(SCC(=O)c2ccc(CNC(C)=O)o2)nc2ccccc2c1=O,-4,11,0.87,-6,0,19,13,9,-3
CSc1cc(C)[nH]c(=O)n1,-8,8,1.1,13,0,14,-7,-4,2
Cc1cccc(C)c1OCC(=O)N(Cc1ccc(N(C)C)cc1)C1CCS(=O)(=O)C1 (stereo not given),-3,3,0.98,5,-1,3,2,-4,6
CCN(CC(=O)Nc1c(F)cccc1F)C(=O)c1ccc2c(c1)OCCO2,-6,5,1,-3,4,-12,-1,-1,8
CCOC(=O)c1ccc(N2C(=O)C(O)=C(C(C)=O)C2c2ccc([N+](=O)[O-])cc2)cc1 (stereo not given),-8,6,0.95,-3,0,-9,4,7,-11
Cc1ccc(C)n1NC(=O)c1ccc(Cl)cc1,-3,-36,1,12,-3,-16,-5,-1,12
CCOC(=O)c1c(NC(=O)CC)sc(C(C)=O)c1C,21,43,0.99,-10,4,6,1,-6,-8
CCc1cc2c(C)ccc(C)c2nc1SCC(=O)Nc1c(C)[nH]c(=O)[nH]c1=O,-6,12,1,12,0,1,-3,0,4
CC(C)n1cc([C@@H]2C[C@H]3CN(Cc4cccc(Cl)c4)C(=O)[C@]34CCCN24)cn1,-2,-5,0.98,-17,0,-29,2,0,-2
Cc1nc(SCc2nc3ccccc3[nH]2)c2oc3ccccc3c2n1,-3,36,0.92,17,-3,-11,8,-2,24
CC(C)OC(=O)C(C)Nc1ccc(F)c(Cl)c1 (stereo not given),-5,19,1,3,-2,-23,-2,-2,10
COc1cc(C)ccc1OCC(=O)OCC(=O)c1[nH]c(C)c(C(C)=O)c1C,-1,0,0.96,-1,4,4,4,6,14
O=C(O)C1CC(=O)N(c2ccc(OCc3ccc(Cl)cc3Cl)cc2)C1 (stereo not given),-6,0,0.9,15,-2,9,10,-2,7
COc1ccc(/C=C2\SC(=S)N(CC(=O)OCC(=O)Nc3cc(Cl)cc(Cl)c3)C2=O)cc1,4,21,0.8,-11,-2,-9,20,13,11
COc1nc(C)nc2c1ccc1ccccc12,0,15,0.96,8,-2,15,4,0,18
NS(=O)(=O)c1cc2c(cc1Cl)NC(C1C[C@H]3C=C[C@@H]1C3)NS2(=O)=O (stereo not given in full),-8,23,0.97,7,-1,6,2,-5,14
CCOc1ccc(OCCC(=O)N(CC)CC(=O)Nc2ccccc2C(F)(F)F)cc1,-7,-4,0.95,4,0,8,5,2,14
O=C(N/N=C/c1ccc(-c2cccc([N+](=O)[O-])c2)o1)c1ccccc1O,2,15,0.86,-29,-5,0,14,3,-36
O=C(Nc1cc(-c2ccccc2)nn1-c1ccccc1)c1ccccc1F,-10,20,0.95,5,2,8,5,-3,19
O=C(COc1coc(CN2CCN(c3ccccc3)CC2)cc1=O)Nc1ccc(F)cc1,-7,11,0.97,6,-1,-16,3,-1,2
COc1ccc(C(CC(=O)N2CCOCC2)c2c(OC)cc(OC)c3ccc(=O)oc23)cc1 (stereo not given),16,4,0.98,-11,1,7,2,12,-2
CNC(=S)NCc1ccc2[nH]c(C)cc2c1,-10,-4,1.1,-9,-1,2,-12,-6,-11
O=C(/C=C/Nc1ccc(F)cc1)c1ccc(Br)cc1,-5,16,0.95,9,-2,-6,4,-2,23
O=C(NCCc1ccc(Cl)cc1)C1CCC(=O)N1Cc1ccccc1Cl (stereo not given),-6,-6,1.1,-2,3,-2,-10,-6,21
COc1cc(OC)c(NC(=O)Cc2ccc(OC)c(S(=O)(=O)N3CCOCC3)c2)cc1Cl,0,19,1.1,-2,2,-2,-5,0,10
CCOC(=O)COc1ccc2c3c(c(=O)oc2c1)CCCC3,-1,11,1.1,5,-2,-22,-8,-1,-5
Cc1ccc(C)c(-c2cc(C(=O)Nc3cccnc3)c3ccccc3n2)c1,-5,-6,0.92,4,-4,-14,8,-3,29
CN(C(=O)c1c[nH]c(=O)cc1C(F)(F)F)c1ccc(Cl)c(Cl)c1,8,-5,1.1,11,-6,6,-11,1,-2
COC(=O)c1ccc(NC(=O)CN2C(=O)CC(C)S(=O)(=O)c3ccccc32)cc1 (stereo not given),1,4,1,-9,4,-42,-1,3,15
CCOC(=O)C1=NN(c2ccc(Cl)cc2)C(c2ccccc2)CC1=O (stereo not given),-1,3,0.92,37,-6,11,8,-1,37
Cc1ccc(-c2ccc(=O)n(CC(=O)NCCC(C)C)n2)cc1,1,10,1,6,-1,-9,-1,1,16
COc1cccc(-c2c(C(=O)N/N=C/c3ccsc3)nnn2-c2nonc2N)c1,-6,12,1,1,-4,13,-3,-8,-6
C=CCOc1ccc(CNc2nn[nH]n2)cc1OC,-4,-19,1.1,1,-3,-11,-14,-1,-4
Cc1ccc(C(=O)N/C(=C\c2ccc(Cl)cc2)C(=O)NCCCN2CCOCC2)cc1,-2,6,0.98,2,-1,-8,2,-2,11
CCCN(CCC)C(=O)C1CCN(c2cc(C)nc3c(-c4ccc(OC)c(OC)c4)c(C)nn23)CC1,-3,11,1,22,-1,-11,-1,3,6
O=C(O)C1C(c2ccccc2)C(C(=O)N2CCOCC2)C1c1ccccc1 (stereo not given),-5,-5,1,-7,-1,2,-4,-2,13
CCc1ccc(OCC(=O)Nc2ccc(S(=O)(=O)N3CCOCC3)cc2)cc1,-8,9,0.91,16,-1,14,9,1,40
COc1ccccc1C(O)(C(=O)NNc1ccccc1C)c1ccccc1OC,-8,-10,0.86,-1,0,-1,14,-6,25
Cc1cc2c3c(c1)C(C)CC(C)(C)N3C(=O)C2=O (stereo not given),-3,8,0.93,22,-5,1,8,2,33
COC(=O)c1ccccc1NC(=O)CSc1nnc(-c2ccc(OC)cc2)n1C,-4,12,0.99,-8,2,1,1,-3,35
O=C(Nc1cccc(F)c1)C1CCCN(S(=O)(=O)c2ccccc2)C1 (stereo not given),2,-1,1.1,11,-1,19,-7,8,9
COc1ccc(S(=O)(=O)Nc2ccccc2C(=O)NN2CCOCC2)cc1OC,-3,4,1,-5,-3,-5,0,-1,1
N#CCCn1cc(C=O)c(-c2cccs2)n1,-5,10,1.2,-14,3,0,-17,-11,-4
O=C(CCN1C(=O)/C(=C/c2ccccc2Cl)SC1=S)NC1CCCC1,-4,5,0.93,10,-4,4,7,-5,13
O=c1c2cc(Br)ccc2[nH]c(=S)n1Cc1ccccc1,-6,-8,0.95,-7,-5,2,4,-4,12
COC(=O)c1ccc(CN2CCN(C(C)C)C(CCO)C2)cc1 (stereo not given),-1,2,1.1,4,0,-4,-7,0,4
Cc1nc(-c2ccc(NC(=O)c3ccccc3Br)cc2)cs1,-3,17,1.1,22,0,-10,-6,8,33
Cc1ccc(/C(N)=N/OC(=O)c2ccc(Cl)cc2Cl)cc1,6,13,0.79,88*,0,13,21,-1,47*
c1ccc(Cn2c3ccccc3c3nnc(SCCN4CCCCC4)nc32)cc1,-11,27,0.88,12,-3,1,12,-3,16
COc1ccc(C(=O)C[n+]2ccc3ccccc3c2C)cc1,-9,5,1,15,-2,-6,-2,-3,9
COC(=O)[C@@H](NC(=O)c1ccc2c(c1)S(=O)(=O)c1ccccc1C2=O)C(C)C,-8,16,1.1,-2,0,-22,-12,1,-10

# Part of the list above, with values under each structure.
# The line under a structure holds: APOBEC3G inh, NALP3 yeast inh, mIAP act, TIM10 inh, beta cell repl, hIAP block, mIAP inh, A3A deaminase, tim10-1 inh
O=C(NCCc1ccc(Cl)cc1)C1CCC(=O)N1Cc1ccccc1Cl (stereo not given)
→ -6, -6, 1.1, -2, 3, -2, -10, -6, 21
COc1ccc(S(=O)(=O)Nc2ccccc2C(=O)NN2CCOCC2)cc1OC
→ -3, 4, 1, -5, -3, -5, 0, -1, 1

# Next section:
SMILES,APOBEC3G inh,NALP3 yeast inh,mIAP act,TIM10 inh,beta cell repl,hIAP block,mIAP inh,A3A deaminase,tim10-1 inh
CC(=O)NCCc1c[nH]c2ccc(OCc3ccccc3)cc12,-4,9,1,15,-1,-8,-1,-5,8
Cc1oc(/N=C/c2cccc([N+](=O)[O-])c2)c(C#N)c1C,-6,15,0.99,1,-2,-16,1,0,24
CC1CC(C)CN(CCCNC(=O)C2CCCN(c3nnc(N4CCCC4=O)s3)C2)C1 (stereo not given),-4,15,0.95,-1,-4,-18,4,0,10
CC(=O)c1cn(N(C)c2ncc(C(F)(F)F)cc2Cl)c(=O)[nH]c1=O,-8,14,1,7,0,8,-1,1,1
COc1cccc(/C=C2\SC(=S)N(c3cccnc3)C2=O)c1OC,-13,31,0.97,27,2,-10,3,6,23
O=C(NCc1cccnc1)c1ccc(COc2ccccc2Br)o1,-5,13,0.98,0,-2,8,2,0,16
NC(=O)CSc1nnnn1CC(CC(=O)O)c1ccccc1 (stereo not given),-7,-3,0.94,2,1,7,6,1,1
COc1ccccc1CN(Cc1nc2ccccc2c(=O)[nH]1)S(=O)(=O)c1ccc2ccccc2c1,-1,1,0.97,4,-4,7,3,-3,0
CN(C)S(=O)(=O)c1cccc(NC(=O)NCCCl)c1,-2,-1,1.1,10,-2,5,-9,8,2
O=C(CC1SC(N2CCOCC2)=NC1=O)Nc1ccccc1F (stereo not given),-5,-3,1,-5,-1,8,-5,0,-5
CCCCN(CC)C(=O)CSc1nc2ccccc2c(=O)n1CC1COc2ccccc2O1 (stereo not given),-6,-9,0.91,19,-6,0,9,2,17
O=C(c1ccc2snnc2c1)N1CCCCC1,0,7,0.98,0,-1,5,2,-1,-3
OCCSc1c(F)c(SCCO)c(SCCO)c(F)c1SCCO,-4,-4,1.1,-10,1,7,-9,2,-1
O=C(CCC(=O)N1CCc2ccccc2C1)NCCc1ccc(Cl)cc1,-10,21,1.1,-2,-5,-1,-6,-7,7
COc1ccc(N2CCN(C(=O)c3csc4ccccc34)CC2)cc1,-2,3,0.93,24,0,-6,7,-1,30
Cc1ccc(NC(=O)COc2cccc3ccc(C)nc23)c(Br)c1,-5,33,0.99,23,0,-11,1,3,17

# Assay outcomes (PubChem)
